# WRN inhibitor: qHTS for Inhibitors of WRN Helicase. Bifunctional 3'-5' exonuclease/ATP-dependent helicase WRN (Homo sapiens), Q14191. AID 651768, 2012. Potency, µM (doses to about 114 µM), for the others: at the highest dose activity change, negative = inhibition, hits mostly inhibitors. 0.46% of 360,000 active. WRN helicase unwinding, fluorescent forked duplex, kinetic; also: potency is read from the fitted curve at half-maximal effect; % is scaled to controls: 0 for no effect and ±100 for the full control effect; nearly all actives have a fitted effect of over 55% in size
#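 WRN at 20 nM final preincubated with compound 15 min at room temperature; reaction started with 100 nM fluorophore/quencher forked duplex oligonucleotide and 2 mM ATP final. Unwinding followed kinetically by red fluorescence (ex 525, em 598 nm).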
# EPAC1 ag: qHTS for Agonist of cAMP-regulated guanine nucleotide exchange factor 3 (EPAC1): primary screen | AID 720707, 2013 | Potency, µM (highest dose often 154 µM), without a hit: at the highest dose activation, usual class: activators | Rap guanine nucleotide exchange factor 3 (Homo sapiens), O95398 | EPAC1 agonist qHTS, biochemical assay; response scale: 100% = response to 6.5 mM cAMP | 0.073% of 360,000 active; also: potency is read from the fitted curve at half-maximal effect; nearly all actives have a fitted effect of over 60% in size
#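 EPAC1 100 nM, Rap1B–BODIPY-GDP 250 nM, unlabeled GDP 50 uM; compound titration; 5 min RT; kinetic read ex480/em540 at 5-min intervals ×30 min; data normalized to 6.5 mM cAMP agonist control.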
# Abeta yeast res: qHTS for compounds that reverse cellular toxicity of Amyloid beta (A-beta) peptide in yeast: Primary Screen | yeast expressing A-beta42, growth rescue, OD600, 48 h; response scale: 0% DMSO, 100% iron-clioquinol control | Potency, µM (titrated, usually from 46.1 µM), for inactives: at the highest dose growth rescue, hits mostly activators | 0.063% of 410,000 active | AID 1347071, 2019; also: potency is read from the fitted curve at half-maximal effect; nearly all actives have a fitted effect of over 55% in size
#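 Yeast growth medium received pinned compounds, then yeast cells expressing toxic A-beta were added; plates incubated at 30 C for 48 hr. Growth read as absorbance at 600 nm, normalized to DMSO and equimolar FeCl3 plus clioquinol controls.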
# PI5P4K alpha inh: qHTS for Inhibitors of phosphatidylinositol 5-phosphate 4-kinase (PI5P4K); Phosphatidylinositol 5-phosphate 4-kinase type-2 alpha (Homo sapiens), P48426; PI5P4Kalpha enzyme, ADP-Glo luminescence, 60 min; active compounds read low; max response, %; 1.2% of 330,000 active; active = max response of -50% or lower; inconclusive = between -30% and -50%; inactive = -30% or higher; also: value at the top dose of about 77 µM; % is scaled to controls: 0 for no effect and ±100 for the full control effect
# Target sequence (P48426 whole entry, looked up): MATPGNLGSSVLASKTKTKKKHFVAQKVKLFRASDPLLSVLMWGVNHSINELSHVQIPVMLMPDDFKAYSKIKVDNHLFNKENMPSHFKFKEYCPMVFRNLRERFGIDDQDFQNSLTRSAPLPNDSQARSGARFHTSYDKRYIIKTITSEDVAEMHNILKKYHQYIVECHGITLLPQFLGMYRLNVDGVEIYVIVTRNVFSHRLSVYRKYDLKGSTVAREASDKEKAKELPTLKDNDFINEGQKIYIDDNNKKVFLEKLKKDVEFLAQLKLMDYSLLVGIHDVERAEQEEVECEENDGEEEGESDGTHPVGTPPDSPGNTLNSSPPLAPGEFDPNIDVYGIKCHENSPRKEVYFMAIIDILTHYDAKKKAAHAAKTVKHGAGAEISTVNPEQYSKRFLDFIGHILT
#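 ADP-Glo luminescence end-point read after a 60 min room-temperature kinase reaction of PI5P4Kalpha plus substrate, initiated with ATP at 5 microM final. Buffer: 0.038 M HEPES pH 7.4, EGTA, 0.1% CHAPS, 5% DMSO.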
# FUS suppressor: qHTS for Suppressors of FUS Proteinopathy: Primary screen using FUS-linked yeast assay. S. cerevisiae FUS-expressing, growth rescue, OD600, 24 h. Potency, µM (highest dose often 76.6 µM), without a hit: at the top dose growth rescue (activation), most hits filed as activators. 0.24% of 390,000 active. AID 1347120, 2019;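 also: potency is read from the fitted curve at half-maximal effect; plate controls were DMSO vehicle for no effect and reference control for full effect; nearly all actives have a fitted effect of over 55% in size; some results filed as inactive show a strong effect at the top dose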
#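 Cultures pregrown in 2.5% raffinose medium are shifted to minimal medium containing 2% galactose to express toxic FUS. Compounds are tested at several concentrations. After 24hr at 30C, growth is quantified at 600 nm absorbance.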
# PLK1 PBD inh: qHTS for Inhibitors of PLK1-PDB (polo-like kinase 1 - polo-box domain): Primary Screen. Potency, µM, without a hit: max response, negative = inhibition, most hits filed as inhibitors. 2.8% of 360,000 active. Plk1 PBD binding of FITC phosphopeptide, fluorescence polarization; also: potency is read from the fitted curve at half-maximal effect; series mostly up to about 57 µM; % is scaled to controls: 0 for no effect and ±100 for the full control effect; nearly all actives have a fitted effect of over 65% in size
# aSyn rescue: qHTS of alpha-syn Inhibitors | Yeast expressing alpha-synuclein, growth rescue, BacTiter-Glo, 24 h | Potency, µM (highest dose often 46.1 µM), for inactives: at the top dose growth rescue (activation), hits mostly activators | 0.14% of 370,000 active; also: potency is read from the fitted curve at half-maximal effect; % of control where 0% means no effect; nearly all actives have a fitted effect of over 65% in size
#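 Screening used galactose-induced yeast with toxic alpha-synuclein levels, exposed to compound for 24 hr at 30 deg C. Cell growth, read with BacTiter-Glo luminescence, gave the measured signal.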
# EPAC1 antag: qHTS for Antagonist of cAMP-regulated guanine nucleotide exchange factor 3 (EPAC1): primary screen | 0.14% of 360,000 active | AID 720709, 2013 | Potency, µM (highest dose often 115 µM), for inactives: at the highest dose activity change, negative = inhibition, usual class: inhibitors | EPAC1 GEF assay, Rap1b-BODIPY-GDP exchange fluorescence | Rap guanine nucleotide exchange factor 3 (Homo sapiens), O95398;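 also: potency is read from the fitted curve at half-maximal effect; plate controls were vehicle for no effect and positive control for full effect; nearly all actives have a fitted effect of over 50% in size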
# IL-2 act: qHTS of IL-2 Activators; 0.065% of 360,000 active; activation, % (series mostly up to about 46 µM); IL-2 activation reporter assay, cell-based qHTS; stimulated with anti-CD3/CD4/CD28 beads; in transgenic mouse T cells; in the data active = activation above about 50%; inconclusive = mostly about 30% to 49%; also: 0% is about no effect
#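 Unstimulated transgenic mouse T cells, 750 per well, received compound and, after 60 minutes, anti-CD3/anti-CD4 bead plus anti-CD28 stimulation. EGFP and DsRed were quantified after 18 hours.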
# Starred values were filed as active, the others as inactive; ? = inconclusive; . = not tested or not shown. Unless noted, calls follow the shape of the dose curve; as a rule, active = well fitted curve in the direction sought with a large enough effect; inconclusive = small, poorly fitted or top-dose-only effect, or another doubt; inactive = no such curve, though single readings can be large; an effect the other way counts as inactive or inconclusive. A portion of the library; count on the stated rates, not on these rows.
no.	mol	WRN inhibitor	EPAC1 ag	Abeta yeast res	PI5P4K alpha inh	FUS suppressor	PLK1 PBD inh	aSyn rescue	EPAC1 antag	IL-2 act
1	Cc1ccccc1CN1Cc2cnnn2-c2ccccc2C1C#N (configuration not stated)	-4%	-9%	12%	-24	-20%	?	4%	-13%	-0.6
2	N#CC[N+]1(CCCNP2(=O)C=C(c3ccccc3)OC(c3ccccc3)=C2)CCOCC1	10%	2%	0%	-2	-24%	-21%	-6%	-6%	0.3
3	CCCCOC(=O)c1ccc(NC(=O)c2c(O)[nH]c(=O)[nH]c2=O)cc1	-9%	3%	1%	-1	-22%	-9%	-1%	-1%	-1.2
4	COc1ccc(CC2(CCc3ccncc3)C(=O)NC(=O)NC2=O)c(OC)c1	-15%	1%	-10%	-15	16%	-7%	-5%	10%	1.8
5	COC(=O)C1=C(c2cccc(OCc3ccccc3)c2)C[C@@H]2CC[C@H]1N2C(=O)NCc1ccccc1C(F)(F)F	-5%	-4%	7%	7	29%	-22%	-4%	-17%	-0.5
6	CC1CN(c2ccc([N+](=O)[O-])c3cccnc23)CC(C)N1 (configuration not stated)	-8%	-4%	-3%	8	36%	-1%	3%	-3%	-0.2
7	Cn1cc(C(=O)OCC(=O)N2CCCC2)c2ccccc21	5%	13%	4%	5	.	-3%	?	5%	-3.9
8	CC1=NN(c2ccccc2)C(=O)C1/C=C1\C(=O)NC(=O)N(c2ccc(C)c(C)c2)C1=O (configuration not stated)	-12%	-5%	0%	-25	11%	21µM*	2%	4%	-0.5
9	O=C1/C(=C/c2ccccc2)C[C@@]2(O)[C@H]3Cc4ccc(O)c5c4[C@@]2(CCN3CC2CC2)C1O5 (some centres not stated)	-7%	-20%	-23%	-22	-6%	-26%	1%	?	-0.8
10	COC(=O)C1=C(c2cccc(C#N)c2)C[C@@H]2CC[C@H]1N2C(=O)NC(C)C	2%	2%	5%	-2	-25%	-3%	0%	4%	1.2
11	O=C(C(=O)N1CCOCC1)c1cn(Cc2ccccc2F)c2ccccc12	2%	-9%	14%	3	9%	-4%	14%	-12%	-1.2
12	C=CCN1C(=O)NC(=O)/C(=C/c2c(CCN(C)C(=O)c3ccccc3)cc3c(c2OC)OCO3)C1=O	-3%	-2%	-11%	?	-10%	24µM*	8%	-11%	-2.5
13	Cc1ccc(OCC(=O)N2CCN(Cc3cccnc3)CC2)cc1	-2%	11%	-16%	0	-14%	-1%	1%	1%	5.2
14	Cn1cc[n+](C)c1P(=S)(c1ccccc1)c1ccccc1	9%	3%	2%	-3	-23%	-13%	-8%	6%	-0.5
15	COC(=O)C1=C(c2ccccc2)C[C@@H]2CC[C@H]1N2C(=O)NCC1CC1	0%	0%	-9%	-2	3%	-13%	-2%	0%	-3.8
16	NC(=O)Nc1ccc(C(=O)OCC(=O)Nc2ccc(Cl)cc2C(=O)c2ccccc2)cc1	-20%	-1%	-1%	13	.	-8%	-3%	6%	0.7
17	Cc1cc(=O)oc2cc(OCC(=O)N3CCN(C(C)c4ccccc4)CC3)c(Cl)cc12 (configuration not stated)	-5%	12%	-12%	0	-1%	-10%	-1%	-3%	-0.3
18	CCOc1ccc(-c2cc(C)[n+](CCN3CCOCC3)c(-c3ccc(OCC)cc3)c2)cc1	6%	-1%	-6%	0	0%	4%	4%	5%	0.9
19	COC(=O)[C@@H]1C[C@]2(C(=O)O)c3ccccc3N(OOSc3ccccc3)[C@@H]2N1C(=O)OC	5%	-8%	-6%	0	-19%	4%	0%	12%	-0.4
20	COc1cc(OC)c(OC)cc1CNC(C)C(O)c1ccccc1 (configuration not stated)	-7%	1%	-3%	.	6%	-8%	-1%	-16%	-0.2
21	COP(=O)(OC)Oc1ccc(C(O)C(Cl)(Cl)Cl)cc1 (configuration not stated)	-25%	-6%	4%	0	-20%	1%	-9%	1%	-0.3
22	CN(C)C(=O)Oc1cc(=O)n2c3c(cccc13)CCC2	3%	1%	2%	1	17%	-14%	6%	?	-0.4
23	O=C1NC(=O)N(CCC2=CCCCC2)C(=O)/C1=C/c1ccc(O)cc1	-23%	-2%	6%	?	-4%	2.7µM*	-1%	?	-0.5
24	Cc1ccsc1C(=O)C1CCCN(Cc2cccc(-n3cccn3)c2)C1 (configuration not stated)	4%	-4%	-5%	0	15%	-10%	4%	?	-3.8
25	CCOc1cc(/C=C2\C(=O)NC(=O)N(C)C2=O)cc([N+](=O)[O-])c1O	-26%	-6%	-5%	?	2%	7.5µM*	-4%	-4%	-0.6
26	O=C(Cc1ccccc1)N1CCN(Cc2ccc(Cl)cc2)CC1	?	7%	-10%	0	7%	-11%	0%	6%	-0.3
